Source: PubChem
TLR9-MyD88 inh: inhibitors of TLR9-MyD88 association in cells, primary screen, cell-based, CHO, BLA complementation, fluorescence | Toll-like receptor 9 (Homo sapiens) + Myeloid differentiation primary response protein … | CCF4 FRET ratio | inhibition, % at 4.98 µM | hit rate 0.21% among 340,000;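 active = inhibition above the mean over all tested compounds plus 3 SD, cut at about 21% in these data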;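 also: 0% = DMSO only wells and 100% = clavulanate BLA inhibitor control wells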
EBV LMP1 NFkB: EBV LMP1-driven NF-kappaB luciferase reporter inhibitors, primary screen, cell-based, luminescence, single point | LMP1-induced NF-kappaB luciferase reporter cells | inhibition, % at 12.5 µM | hit rate 0.69% among 350,000 | AID 504558, 2011; in the data active = inhibition above about 41%; inconclusive = no clear call, values can overlap the other calls;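 also: 0% = neutral control wells and 100% = reference inhibitor control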
TRAIL sens C8: viability loss with TRAIL in NB7+C8 cells, primary screen, TRAIL sensitizer project, cell-based, ATPlite luminescence; inhibition (viability loss, TRAIL sensitization), % at 10 µM; hit rate 1% among 360,000; AID 624354, 2012;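 active = compounds causing at least 50% loss of cell viability in the single-dose screen, relative to plate controls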
TROY NFkB inh: inhibitors of TROY-driven NF-kB signaling, primary screen, Q293 LMP1-TROYcd cells, NF-kB luciferase, uHTS | Q293 LMP1-TROYcd NF-kB luciferase reporter, 4 h | inhibition, % at 10 µM | hit rate 0.98% among 360,000;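 active = compounds whose plate-normalised and pattern-corrected inhibition of the luciferase reporter signal at the single screening dose is 50% or more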
COUP-TFII inh: NR2F2 transcriptional activity inhibitors, primary screen, cell-based, luciferase reporter, HEK293T, luminescence; COUP transcription factor 2 (Homo sapiens), P24468; HEK293T NGFI-A luciferase reporter; inhibition, % at 8.6 µM; hit rate 0.7% among 370,000;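 active = inhibition above a per-plate cutoff, mean inhibition of test wells between control levels plus 3 SD, cut at about 38% in these data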;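 also: cells cotransfected with COUP-TFII expression vector driving the NGFI-A reporter; 0% = median of COUP-TF2 test wells and 100% = reporter-only cells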
SRC2 inh: inhibition of GAL4-SRC2 driven luciferase reporter, primary screen, SRC2 inhibitor project, cell-based, luminescence. hit rate 0.17% among 370,000. inhibition, % at 9 µM. AID 651957, 2012. HEK293 GAL4-SRC2 luciferase reporter;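 active = inhibition above the mean inhibition of all tested compounds plus 3 SD, set per campaign, cut at about 52% in these data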;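 also: 0% = DMSO treated cells and 100% = cells given Gossypol at 36 µM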
NCOA3 inh: SRC3 coactivator transcriptional activity inhibitors, primary screen, cell-based, luminescence | Nuclear receptor coactivator 3 (Homo sapiens), Q9Y6Q9 | HEK293 GAL4-SRC3 luciferase reporter | inhibition, % at 3.6 µM | hit rate 0.17% among 360,000 | AID 588352, 2011;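 active = inhibition above a per-campaign cutoff, the mean of all compounds plus 3 SD, cut at about 60% in these data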;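 also: 0% = DMSO-treated cells and 100% = gossypol-treated cells at 36 µM; higher means less SRC3-driven luciferase light from the GAL4 reporter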
Target sequence (Q9Y6Q9 whole entry, looked up, the tested form may be a part): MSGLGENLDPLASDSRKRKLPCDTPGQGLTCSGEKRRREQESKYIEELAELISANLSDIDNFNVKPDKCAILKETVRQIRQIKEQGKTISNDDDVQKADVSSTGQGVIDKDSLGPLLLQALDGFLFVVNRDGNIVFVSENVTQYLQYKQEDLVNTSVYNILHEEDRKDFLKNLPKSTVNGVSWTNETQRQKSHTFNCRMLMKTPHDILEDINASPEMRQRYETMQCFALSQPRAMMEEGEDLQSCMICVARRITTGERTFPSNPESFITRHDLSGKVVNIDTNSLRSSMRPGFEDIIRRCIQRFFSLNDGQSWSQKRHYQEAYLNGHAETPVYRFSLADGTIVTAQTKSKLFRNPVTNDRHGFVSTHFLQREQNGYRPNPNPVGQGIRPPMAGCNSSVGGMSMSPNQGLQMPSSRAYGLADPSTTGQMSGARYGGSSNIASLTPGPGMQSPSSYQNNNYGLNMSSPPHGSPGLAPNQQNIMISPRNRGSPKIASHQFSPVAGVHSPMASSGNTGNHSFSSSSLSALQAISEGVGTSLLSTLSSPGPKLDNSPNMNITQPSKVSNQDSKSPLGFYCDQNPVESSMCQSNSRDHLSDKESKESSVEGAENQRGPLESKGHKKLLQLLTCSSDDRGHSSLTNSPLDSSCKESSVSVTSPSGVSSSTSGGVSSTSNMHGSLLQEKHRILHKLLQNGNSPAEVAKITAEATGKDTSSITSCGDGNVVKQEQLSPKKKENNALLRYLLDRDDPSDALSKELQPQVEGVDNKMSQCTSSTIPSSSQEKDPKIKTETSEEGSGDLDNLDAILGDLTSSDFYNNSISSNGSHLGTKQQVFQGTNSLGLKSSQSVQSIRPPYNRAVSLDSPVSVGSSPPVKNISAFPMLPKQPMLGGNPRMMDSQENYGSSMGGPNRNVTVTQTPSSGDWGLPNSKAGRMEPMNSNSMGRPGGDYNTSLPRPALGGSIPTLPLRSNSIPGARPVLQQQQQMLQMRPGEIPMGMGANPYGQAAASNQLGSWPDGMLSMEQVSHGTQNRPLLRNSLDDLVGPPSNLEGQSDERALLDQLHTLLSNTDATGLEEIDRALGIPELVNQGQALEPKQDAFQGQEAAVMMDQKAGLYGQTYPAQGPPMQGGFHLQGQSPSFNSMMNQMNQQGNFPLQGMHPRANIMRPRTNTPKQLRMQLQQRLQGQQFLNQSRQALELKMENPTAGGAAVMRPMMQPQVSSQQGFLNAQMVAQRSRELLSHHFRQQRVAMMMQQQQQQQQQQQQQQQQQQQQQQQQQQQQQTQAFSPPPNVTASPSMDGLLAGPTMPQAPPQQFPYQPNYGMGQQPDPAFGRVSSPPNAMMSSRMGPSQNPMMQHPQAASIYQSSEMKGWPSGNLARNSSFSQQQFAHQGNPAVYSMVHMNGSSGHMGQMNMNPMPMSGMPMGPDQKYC
NCOA1 inh: SRC1 coactivator transcriptional activity inhibitors, primary screen, cell-based, luminescence. inhibition, % at 3.6 µM. Nuclear receptor coactivator 1 (Homo sapiens), Q15788. HEK293 GAL4-SRC1 luciferase reporter. hit rate 0.12% among 360,000. AID 588354, 2011;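 active = inhibition above the campaign mean plus 3 SD, with each screening campaign given its own cutoff, cut at about 60% in these data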;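 also: 0% = DMSO treated cells and 100% = gossypol at 36 µM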
LRH-1 inv ag: LRH-1 (NR5A2) inverse agonists, primary screen, cell-based, luminescence, HEK293T, StAR-luciferase reporter. LRH-1 transfected, 24 h. inhibition, % at 3.6 µM. hit rate 0.13% among 360,000;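 active = inhibition above the mean inhibition of all tested compounds plus 3 SD, cut at about 73% in these data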;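 also: 0% = DMSO wells and 100% = reporter-only cells lacking LRH-1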
Vif inh: HIV Vif self-association inhibitors, primary screen, imaging, HEK293T, single point; inhibition, % at 7.49 µM; hit rate 0.35% among 340,000; HEK293T cells, Vif self-association by quenched fluorescence, 24 h; AID 602346, 2012; in the data active = inhibition above about 50%, passing the limit was not always enough; inconclusive = no clear call, values can overlap the other calls; inactive = below about 31%; also: some results filed as inactive read as strong as hits
NOD2-RIPK2 inh: NOD2-RIPK2 binding disruptors in cells, primary screen, fluorescence, CHO cells, BLA complementation. Receptor-interacting serine/threonine-protein kinase 2 (Homo sapiens), O43353. CCF4 ratio. inhibition, % at 4.98 µM. hit rate 0.38% among 360,000; in the data active = inhibition above about 21%;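 also: 0% = vehicle only and 100% = reference blocker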
An asterisk follows results filed as active. This is a subset (hit frequency here may not be typical).

For Oc1ccc2n[nH]nc2c1 the results were TLR9-MyD88 inh 1, EBV LMP1 NFkB 10, TRAIL sens C8 1, TROY NFkB inh -9, COUP-TFII inh -2, SRC2 inh -8, NCOA3 inh -1, NCOA1 inh 2, LRH-1 inv ag 22, Vif inh -6 and NOD2-RIPK2 inh -1.
`CC(=O)c1c(C)[nH]c(C(=O)NCc2ccccc2F)c1C` gave TLR9-MyD88 inh 3, EBV LMP1 NFkB 3, TRAIL sens C8 1, TROY NFkB inh 8, COUP-TFII inh -18, SRC2 inh 6, NCOA3 inh -10, NCOA1 inh 11, LRH-1 inv ag 3, Vif inh 4 and NOD2-RIPK2 inh -1.
`Cn1c(SCC(=O)N2CCOCC2)nnc1-c1cccc(NC(=O)c2ccccc2)c1` gave TLR9-MyD88 inh 4, EBV LMP1 NFkB 1, TRAIL sens C8 6, TROY NFkB inh 17, COUP-TFII inh -8, SRC2 inh -5, NCOA3 inh -18, NCOA1 inh -14, LRH-1 inv ag 0, Vif inh -5 and NOD2-RIPK2 inh 1.
CCN1Cc2cc(OC)ccc2-c2ccccc2S1(=O)=O was read as TLR9-MyD88 inh -2, EBV LMP1 NFkB -10, TRAIL sens C8 -13, TROY NFkB inh -1, COUP-TFII inh 3, SRC2 inh -19, NCOA3 inh 5, NCOA1 inh -1, LRH-1 inv ag -10 and NOD2-RIPK2 inh -12.
Screening Cc1ccc(NC(=O)[C@H](Cc2ccccc2)NC(=O)CC[C@H]2O[C@@H](n3ccc(=O)[nH]c3=O)[C@H](O)[C@@H]2O)cc1C returned TRAIL sens C8 -7, TROY NFkB inh 11, COUP-TFII inh -3, SRC2 inh -18, NCOA3 inh -14, NCOA1 inh -7, LRH-1 inv ag -16, Vif inh -5 and NOD2-RIPK2 inh 12.
For O=C(NC1CCCC1)C(c1ccccn1)N(C(=O)c1csnn1)C1CC1 (centres undefined) the results were TLR9-MyD88 inh 9, EBV LMP1 NFkB 4, TRAIL sens C8 -2, TROY NFkB inh -1, COUP-TFII inh 4, SRC2 inh 5, NCOA3 inh 7, NCOA1 inh 5, LRH-1 inv ag 25, Vif inh inconclusive and NOD2-RIPK2 inh -1.
For CN(C)c1ccc(NC(=O)COC(=O)c2cc(Cl)ccc2[N+](=O)[O-])cc1 the results were TLR9-MyD88 inh -11, EBV LMP1 NFkB -4, TRAIL sens C8 10, TROY NFkB inh -31, COUP-TFII inh 5, SRC2 inh -12, NCOA3 inh 6, NCOA1 inh 6, LRH-1 inv ag 14, Vif inh 1 and NOD2-RIPK2 inh 2.
For COc1c(S(=O)(=O)N2CCCC2)ccc(Cl)c1Cl the results were TLR9-MyD88 inh -7, EBV LMP1 NFkB 3, TRAIL sens C8 4, TROY NFkB inh -3, COUP-TFII inh -2, SRC2 inh -10, NCOA3 inh 17, NCOA1 inh -3, LRH-1 inv ag -27, Vif inh 7 and NOD2-RIPK2 inh -6.
COc1cc(C2=NOC(C(=O)Nc3ccc(C)cc3)C2)cc(OC)c1OC (centres undefined) was read as TLR9-MyD88 inh 8, EBV LMP1 NFkB 8, TRAIL sens C8 -5, TROY NFkB inh -5, COUP-TFII inh -9, SRC2 inh 12, NCOA3 inh 7, NCOA1 inh -20, LRH-1 inv ag -17, Vif inh -1 and NOD2-RIPK2 inh -1.
Screening COc1ccc([N+](=O)[O-])cc1NC(=O)COC(=O)C12CC3CC(CC(O)(C3)C1)C2 returned TLR9-MyD88 inh -11, EBV LMP1 NFkB -9, TRAIL sens C8 10, TROY NFkB inh 11, COUP-TFII inh 12, SRC2 inh -103, NCOA3 inh 12, NCOA1 inh 13, LRH-1 inv ag 5, Vif inh 6 and NOD2-RIPK2 inh -5.
`NC(c1ccccc1)c1cccs1` (centres undefined) gave TRAIL sens C8 -10, TROY NFkB inh -8, COUP-TFII inh -1, SRC2 inh -15, NCOA3 inh 17, NCOA1 inh 1, LRH-1 inv ag 10, Vif inh -2 and NOD2-RIPK2 inh -11.
Screening COc1cccc(CNC(=O)C2CCC(=O)N(CCc3cccc(F)c3)C2)c1 (centres undefined) returned TLR9-MyD88 inh 8, EBV LMP1 NFkB 0, TRAIL sens C8 -20, TROY NFkB inh -14, COUP-TFII inh -16, SRC2 inh -14, NCOA3 inh 1, NCOA1 inh 0, LRH-1 inv ag 3, Vif inh -2 and NOD2-RIPK2 inh 6.
For CCN(CC)CCNC(=O)c1ccc2c(=O)n(CCc3ccccc3)c(=O)[nH]c2c1 the results were TLR9-MyD88 inh 4, EBV LMP1 NFkB 5, TRAIL sens C8 10, TROY NFkB inh -38, COUP-TFII inh -14, SRC2 inh -44, NCOA3 inh -20, NCOA1 inh -5, LRH-1 inv ag 3, Vif inh 6 and NOD2-RIPK2 inh -6.
Screening C[C@@H]1CN([C@@H](C)CO)C(=O)c2cc(Br)cnc2O[C@H]1CN(C)C(=O)C1CC1 returned TLR9-MyD88 inh 1, EBV LMP1 NFkB -3, TRAIL sens C8 -4, TROY NFkB inh 9, COUP-TFII inh -4, SRC2 inh 4, NCOA3 inh 3, NCOA1 inh 9, LRH-1 inv ag 5, Vif inh -4 and NOD2-RIPK2 inh -14.
COc1ccc(C(=O)OCCOc2ccccc2C(C)=O)c(O)c1 was read as TLR9-MyD88 inh 14, EBV LMP1 NFkB -3, TRAIL sens C8 -9, TROY NFkB inh -13, COUP-TFII inh -10, SRC2 inh -10, NCOA3 inh -5, NCOA1 inh -34, LRH-1 inv ag 0, Vif inh -7 and NOD2-RIPK2 inh -9.
Screening O=C(O)c1ccccc1/C=N/NC(=O)C1CCCCC1 returned TLR9-MyD88 inh 8, EBV LMP1 NFkB -35, TRAIL sens C8 7, TROY NFkB inh 11, COUP-TFII inh -16, SRC2 inh 11, NCOA3 inh -10, NCOA1 inh 22, LRH-1 inv ag 13, Vif inh -1 and NOD2-RIPK2 inh -6.
Screening COCC(C)n1c(C)cc(C(=O)COC(=O)c2nn(C)c(=O)c3ccccc23)c1C (centres undefined) returned TLR9-MyD88 inh -5, EBV LMP1 NFkB 0, TRAIL sens C8 18, TROY NFkB inh 17, COUP-TFII inh 3, SRC2 inh -4, NCOA3 inh -46, NCOA1 inh 0, LRH-1 inv ag -30, Vif inh -14 and NOD2-RIPK2 inh -1.
Screening COc1ccc2cc(OCC(=O)NNC(=O)Nc3ccc(F)cc3)ccc2c1 returned TLR9-MyD88 inh 1, EBV LMP1 NFkB -5, TRAIL sens C8 -2, TROY NFkB inh 9, COUP-TFII inh -10, SRC2 inh -48, NCOA3 inh -14, NCOA1 inh 10, LRH-1 inv ag 2 and NOD2-RIPK2 inh -11.
Screening CON(C)C(=O)c1ccccc1N(C)C(=O)OC(C)(C)C returned TLR9-MyD88 inh -3, EBV LMP1 NFkB 3, TRAIL sens C8 -12, TROY NFkB inh 2, COUP-TFII inh -5, SRC2 inh -7, NCOA3 inh -23, NCOA1 inh 11, LRH-1 inv ag 13, Vif inh -1 and NOD2-RIPK2 inh -4.
`C=CCn1c(CC(=O)Nc2cccc(OC)c2)nnc1SCC(=O)NC1CCCCC1` gave TLR9-MyD88 inh 2, EBV LMP1 NFkB 3, TRAIL sens C8 2, TROY NFkB inh 16, COUP-TFII inh 17, SRC2 inh -9, NCOA3 inh -4, NCOA1 inh -9, LRH-1 inv ag 20, Vif inh 3 and NOD2-RIPK2 inh 2.
For COCCCNC(=O)COc1cc(C)c(Cl)c(C)c1 the results were TLR9-MyD88 inh 6, EBV LMP1 NFkB -3, TRAIL sens C8 12, TROY NFkB inh 7, COUP-TFII inh -9, SRC2 inh -3, NCOA3 inh 8, NCOA1 inh -33, LRH-1 inv ag 6, Vif inh inconclusive and NOD2-RIPK2 inh -4.
`O=C1N[C@@H](Cc2ccccc2)COC(=O)[C@H](Cc2ccc(F)cc2)CC/C=C/C[C@H]1CC(=O)N(CCO)Cc1ccccc1` gave TLR9-MyD88 inh 10, EBV LMP1 NFkB 4, TRAIL sens C8 9, TROY NFkB inh 15, COUP-TFII inh -17, SRC2 inh -10, NCOA3 inh 8, NCOA1 inh -15, LRH-1 inv ag -9, Vif inh -16 and NOD2-RIPK2 inh 6.
For O=C1/C(=C/c2ccncc2)Oc2cc(OS(=O)(=O)c3ccccc3)ccc21 the results were TLR9-MyD88 inh 6, EBV LMP1 NFkB 7, TRAIL sens C8 14, TROY NFkB inh 26, COUP-TFII inh -37, SRC2 inh 7, NCOA3 inh 17, NCOA1 inh -20, LRH-1 inv ag 0, Vif inh 18 and NOD2-RIPK2 inh -14.
`CCCN1CCC(=O)N(CCSc2ccc(NC(C)=O)cc2)CC1` gave TLR9-MyD88 inh -3, EBV LMP1 NFkB 2, TRAIL sens C8 11, TROY NFkB inh -11, COUP-TFII inh -1, SRC2 inh -5, NCOA3 inh -7, NCOA1 inh -5, LRH-1 inv ag -15 and NOD2-RIPK2 inh 0.
For CC1=C(C(=O)N(C(C)C)C(C)C)CC(CC(=O)NCCN2CCOCC2)C(=O)N1CCC1=CCCCC1 (centres undefined) the results were TRAIL sens C8 -16, TROY NFkB inh 0, COUP-TFII inh 3, SRC2 inh -12, NCOA3 inh -20, NCOA1 inh -11, LRH-1 inv ag 14 and NOD2-RIPK2 inh 1.
`O=C(NCCOc1ccccc1)[C@@H]1CCCN1C(=O)c1cccs1` gave TLR9-MyD88 inh 3, EBV LMP1 NFkB -8, TRAIL sens C8 -9, TROY NFkB inh -9, COUP-TFII inh 10, SRC2 inh -29, NCOA3 inh 5, NCOA1 inh -4, LRH-1 inv ag 4, Vif inh 5 and NOD2-RIPK2 inh -6.
For O=C(O)c1ccc(Cn2cnc3sc4c(c3c2=O)CCCC4)cc1 the results were TLR9-MyD88 inh -4, EBV LMP1 NFkB 3, TRAIL sens C8 2, TROY NFkB inh -11, COUP-TFII inh 13, SRC2 inh 16, NCOA3 inh -2, NCOA1 inh -7, LRH-1 inv ag -1, Vif inh 17 and NOD2-RIPK2 inh 6.
For CCOC(=O)CN(C(=O)c1snc(C(N)=O)c1N)C(C(=O)NCCC(C)C)c1ccc(C)cc1 (centres undefined) the results were TLR9-MyD88 inh -9, EBV LMP1 NFkB -1, TRAIL sens C8 -13, TROY NFkB inh 3, COUP-TFII inh 14, SRC2 inh -30, NCOA3 inh -8, NCOA1 inh -22, LRH-1 inv ag 8 and NOD2-RIPK2 inh 5.
`Cc1nnc(N/N=C/C(C)c2ccccc2)[nH]c1=O` (centres undefined) gave TLR9-MyD88 inh -4, EBV LMP1 NFkB -4, TRAIL sens C8 -14, TROY NFkB inh 11, COUP-TFII inh 10, SRC2 inh -5, NCOA3 inh 6, NCOA1 inh -13, LRH-1 inv ag 10, Vif inh -2 and NOD2-RIPK2 inh 5.
